Anesthetic bind: binds horse apoferritin like a general anesthetic. apoferritin/1-aminoanthracene competitive binding, fluorescence. Potency, µM (titrated, usually from 77.5 µM), for the others: at the top dose activity change, negative = displacement, usual class: inhibitors. hit rate 0.074% among 350,000; note: potency is the fitted concentration of half-maximal effect; % is set by controls: 0 for no effect and ±100 for the full control effect; nearly all actives have a fitted effect of over 20% in size
Target sequence (P02791 2-175 limits assumed): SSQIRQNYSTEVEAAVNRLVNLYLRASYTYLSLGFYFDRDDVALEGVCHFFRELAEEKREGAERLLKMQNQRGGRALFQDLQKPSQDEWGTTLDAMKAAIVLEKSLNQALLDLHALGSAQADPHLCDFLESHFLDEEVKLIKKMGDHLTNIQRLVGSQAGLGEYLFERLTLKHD
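Read-out: endpoint 1-AMA fluorescence, excitation 380 nm and emission 535 nm, after compounds sit 10 min at room temperature with 10 uM horse-spleen apoferritin in 50% saturated 1-AMA/PBS. Values come from four-parameter Hill fits.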
TRHR agonist: activates the human TRH receptor. AID 493084. P34981. hit rate 0.18% among 360,000. TRHR cells, calcium flux fluo-8, FDSS agonist mode. activation, % at 2 µM; in the data active = activation above about 30%; note: 0% is about no effect
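Fluo-8-loaded TRHR cells; 10 s baseline, compound added, kinetic Ca2+ fluorescence read 1/s, agonist mode.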
D1 PAM: potentiators of human D1 dopamine receptor | HEK293 TREx D1 cells, calcium flux, dopamine EC20 potentiation | potentiation, % at 10 µM | hit rate 0.036% among 360,000; in the data active = potentiation above about 30%; note: 0% is about no effect
D2 PAM: D2 dopamine receptor (human) potentiation; P14416; HEK293 T-REx D2, calcium flux, EC20 dopamine potentiation; potentiation, % at 10 µM; hit rate 0.34% among 340,000; AID 485347;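 active = potentiation over 3 SD above the plate norm, cut at about 30% in these data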; note: 0% is about no effect
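Tetracycline-induced Hek293 Trex D2 cells, force-coupled to calcium, loaded with no-wash calcium dye. Compound added with 180 s kinetic read for agonism, then EC20 dopamine and a further 180 s read for potentiation.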
D1 ag: agonists of human D1 dopamine receptor. P21728. HEK293 T-REx D1 cells, calcium flux, agonist mode. hit rate 1% among 360,000. AID 504660. activation, % at 2 µM; in the data active = activation above about 30%; note: 0% is about no effect
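Tetracycline-induced HEK293 TREx D1 cells, force-coupled to calcium signalling, were dye-loaded with a no-wash calcium kit. Compound was pin-added after a 10 s baseline. Fluorescence was read kinetically at 1 cycle/s for 180 s, with calcium rises flagged as agonism.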
RXFP1 antagonist: blocks the human relaxin receptor RXFP1; Q9HBX9; HEK293-RXFP1, relaxin-stimulated cAMP HTRF, 30 min; active compounds read low; activity change, negative = inhibition, % at 57.5 µM; hit rate 0.59% among 350,000;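 active = activity change of -60% or lower, but not beyond a set lower limit; inconclusive = change between -60% and -40%, or beyond the set limit; inactive = change above -40%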; note: % is set by controls: 0 for no effect and ±100 for the full control effect
Target sequence (Q9HBX9 whole entry, looked up): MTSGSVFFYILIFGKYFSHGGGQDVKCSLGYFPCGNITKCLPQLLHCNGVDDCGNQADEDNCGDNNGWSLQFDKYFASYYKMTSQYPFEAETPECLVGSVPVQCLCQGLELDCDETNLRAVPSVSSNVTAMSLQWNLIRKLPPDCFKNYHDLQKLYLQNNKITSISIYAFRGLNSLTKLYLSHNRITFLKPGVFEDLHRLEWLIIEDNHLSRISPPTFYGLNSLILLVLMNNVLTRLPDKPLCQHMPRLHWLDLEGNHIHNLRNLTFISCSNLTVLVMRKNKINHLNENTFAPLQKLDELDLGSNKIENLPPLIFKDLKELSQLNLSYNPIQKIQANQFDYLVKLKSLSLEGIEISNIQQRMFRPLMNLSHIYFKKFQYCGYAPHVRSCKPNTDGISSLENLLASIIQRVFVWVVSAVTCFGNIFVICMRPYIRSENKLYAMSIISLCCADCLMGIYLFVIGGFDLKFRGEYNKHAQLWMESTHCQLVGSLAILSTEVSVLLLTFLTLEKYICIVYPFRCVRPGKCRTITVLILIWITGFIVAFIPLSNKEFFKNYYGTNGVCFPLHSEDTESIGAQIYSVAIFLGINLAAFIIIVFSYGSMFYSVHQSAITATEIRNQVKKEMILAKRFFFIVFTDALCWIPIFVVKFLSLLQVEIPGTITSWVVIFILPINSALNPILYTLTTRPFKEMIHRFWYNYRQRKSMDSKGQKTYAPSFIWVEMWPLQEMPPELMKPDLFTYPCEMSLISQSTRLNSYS
TRHR PAM: allosteric enhancers of human TRH receptor | P34981 | TRHR cells, fluo-8 calcium fluorescence, EC20 TRH enhancement | enhancement, % at 2 µM | hit rate 0.66% among 360,000 | AID 493056; in the data active = enhancement above about 30%; note: 0% is about no effect
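TRHR-expressing cells loaded with fluo-8 calcium dye were read kinetically (ex 480/em 530) during compound addition, then stimulated with an EC20 of TRH (10 nM final). Enhancement of the Gq-mediated intracellular calcium response was scored.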
RXFP1 ag: agonists of human relaxin receptor RXFP1; HEK293T-RXFP1 cAMP TR-FRET, 30 min; response scale: percent of porcine relaxin response, buffer zero; Potency, µM (top dose mostly 57.5 µM), inactives show at the highest dose activation, hits mostly activators; hit rate 0.3% among 370,000; note: potency is the fitted concentration of half-maximal effect; % is set by controls: 0 for no effect and ±100 for the full control effect; nearly all actives have a fitted effect of over 60% in size; many of its hits are not listed in these tables
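HEK293 cells stably expressing RXFP1, treated 30 min at 37C with compounds plus PDE4 inhibitor Ro 20174; cAMP measured by HTRF TR-FRET. Normalized to buffer and 29 nM porcine relaxin; EC50 by Hill fit.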
D1 antagonist: blocks dopamine activation of the human D1 receptor | hit rate 3.2% among 360,000 | AID 504652 | HEK293 TREx D1 cells, calcium flux, dopamine EC80; active compounds read low | activity change, negative = inhibition, % at 10 µM; in the data active = activity change below about -30%; note: % is set by controls: 0 for no effect and ±100 for the full control effect
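Using tetracycline-induced force-coupled D1 Hek293 cells and a calcium dye, signals were followed for 180 s after compound, then for 180 s after EC80 dopamine, to detect inhibitors.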
An asterisk follows results filed as active; u = inconclusive; x = no result given; [ ] = remark or other dose. Unless noted, calls come from the whole dose curve; as a rule, active = well fitted curve in the direction sought with a large enough effect; inconclusive = small, poorly fitted or top-dose-only effect, or another doubt; inactive = no such curve, though single readings can be large; an effect the other way counts as inactive or inconclusive.

The opening five entries, ahead of the listing:
SMILES	Anesthetic bind	TRHR agonist	D1 PAM	D2 PAM	D1 ag	RXFP1 antagonist	TRHR PAM	RXFP1 ag	D1 antagonist
CC(C)(C)Nc1c([N+](=O)[O-])c(=O)sc2ccccc12	-10.3%	-1.6	-2.5	x	0.2	-0.4	-5.8	-0.2%	13.3
O=C(Nc1ccc(N2CCN(Cc3ccccc3Cl)CC2)cc1)c1cccnc1	-7.8%	-0.4	-6.6	-3.1	8.4	-13.3	2.5	0.0%	-15.7
COc1ccc(NC(=O)CC(c2ccc(F)cc2)c2ccc(OC)cc2)cc1 (centres undefined)	-7.7%	0.1	0.3	-7.7	3.3	-19.9	-3.9	1.0%	-15.9
CCC(=O)c1ccc(OC(=O)N2CCOCC2)cc1	-3.7%	0.8	-3.0	1.4	2.4	-2.8	-5.3	1.6%	-16.3
COC(=O)C1C(=O)C2=C(CC1C)NC(=O)CC2c1ccccc1 (centres undefined)	-16.4%	-1.2	-4.2	10.2	-1.3	-3.3	4.3	0.5%	-12.5

Main list, previewed entries included:
SMILES	Anesthetic bind	TRHR agonist	D1 PAM	D2 PAM	D1 ag	RXFP1 antagonist	TRHR PAM	RXFP1 ag	D1 antagonist
CC(C)(C)Nc1c([N+](=O)[O-])c(=O)sc2ccccc12	-10.3%	-1.6	-2.5	x	0.2	-0.4	-5.8	-0.2%	13.3
O=C(Nc1ccc(N2CCN(Cc3ccccc3Cl)CC2)cc1)c1cccnc1	-7.8%	-0.4	-6.6	-3.1	8.4	-13.3	2.5	0.0%	-15.7
COc1ccc(NC(=O)CC(c2ccc(F)cc2)c2ccc(OC)cc2)cc1 (centres undefined)	-7.7%	0.1	0.3	-7.7	3.3	-19.9	-3.9	1.0%	-15.9
CCC(=O)c1ccc(OC(=O)N2CCOCC2)cc1	-3.7%	0.8	-3.0	1.4	2.4	-2.8	-5.3	1.6%	-16.3
COC(=O)C1C(=O)C2=C(CC1C)NC(=O)CC2c1ccccc1 (centres undefined)	-16.4%	-1.2	-4.2	10.2	-1.3	-3.3	4.3	0.5%	-12.5
CC(NC(=O)Cn1nc(-c2ccccc2)c2ccccc2c1=O)c1ccccc1 (centres undefined)	14.1µM*	0.1	6.3	12.5	0.6	6.8	-20.7	2.0%	7.8
CCOC(=O)C1CCCN(C(=O)c2ccc(Cl)c(S(=O)(=O)N3CCCCC3)c2)C1 (centres undefined)	-13.1%	-1.2	-3.0	-0.9	-3.8	8.9	-4.5	-0.6%	-14.5
CC1(c2ccc(OCC#N)cc2)C=C(c2ccc(OCC#N)cc2)n2nc(C(F)(F)F)nc2N1 (centres undefined)	48.5%[activator]	0.5	5.0	-2.3	5.8	-3.4	-1.6	-1.1%	-7.8
COC(=O)c1sc(NC(=O)c2c(-c3ccccc3)noc2C)nc1C	-11.3%	-0.9	4.3	-0.4	1.4	3.4	-5.6	2.8%	-2.4
CCCN(CCC)CC(=O)Nc1cccc2c1OCO2	u	-1.1	-2.9	-10.2	-2.6	-1.4	2.0	-0.2%	15.0
CCOc1ccccc1CNC(=O)c1cc2cc(S(=O)(=O)N3CCCCC3)ccc2n1C	6.7%	0.4	1.9	10.6	2.8	-6.3	2.3	-0.6%	-6.6
COc1cccc(/C=N/Nc2nc3ccccc3n3cnnc23)c1	-0.9%	-0.4	-1.2	4.9	-0.2	2.2	-0.2	1.3%	-28.3
CCCc1nc2ccccc2c(=O)n1-c1c(C)n(C)n(-c2ccccc2)c1=O	-6.0%	-0.3	0.0	5.8	3.5	16.9	-3.8	1.4%	7.5
CN1CCN(CC(O)Cn2c3ccccc3c3ccccc32)CC1 (centres undefined)	-5.5%	0.9	5.1	-6.3	8.0	1.0	9.5	-1.8%	-7.0
COc1ccc(C(CNC(=O)Cc2ccccc2Cl)N2CCCCC2)cc1 (centres undefined)	-5.7%	0.5	-1.2	-28.2	0.9	-7.4	2.7	0.2%	16.6
Cc1ccc(F)c(NC(=O)C2CCCCC2C(=O)O)c1 (centres undefined)	u	0.1	-1.6	7.1	2.0	-4.7	3.7	-2.5%	14.8
COc1ccc2nc(NC(=O)c3ccccc3-c3ccccc3C(=O)O)sc2c1	-8.5%	-0.2	-3.8	4.2	3.5	-4.5	-1.7	-1.0%	3.3
CCOc1ccccc1Nc1nnc(SCC(=O)Nc2cc(C)on2)s1	-9.3%	-2.0	-1.0	6.4	1.2	5.0	0.2	1.3%	16.0
O=[N+]([O-])c1cccnc1SCc1ccccc1	u	-0.7	-4.7	9.6	2.5	6.3	1.8	1.5%	-2.5
O=C(CCCN1C(=O)S/C(=C/c2ccccc2)C1=S)Nc1ccc(C(=O)O)cc1	-7.7%	-0.3	-2.4	0.0	4.4	-12.8	-0.7	0.1%	-39.8*
CCC1=C(c2ccc(C)cc2)S(=O)(=O)N=C1N1CCC(C(=O)NCc2ccc(N(C)C)cc2)CC1	-21.8%	-0.5	-6.5	-1.3	0.2	-8.7	0.7	-2.2%	-12.6
CCCCc1ccc(NC(=O)C(=O)NCCN2CCN(C(=O)c3ccc([N+](=O)[O-])cc3)CC2)cc1	-2.9%	-1.8	-1.9	-4.5	5.0	4.4	5.7	-0.2%	-5.8
CCOP(=O)(O)c1ccccc1OCCOCCOc1ccccc1P(=O)(O)OCC	0.5%	-0.1	-6.8	3.5	0.7	16.2	-4.1	3.3%	10.0
COCCNC(=O)C12CC3CC(CC(Cl)(C3)C1)C2	-10.4%	0.6	-13.4	-8.0	1.6	8.4	4.5	1.0%	9.3
CC1=CCC2C(=O)N(c3cccc(C(=O)Nc4ccc(Cl)cc4)c3)C(=O)C2C1 (centres undefined)	u	0.4	-0.1	2.8	6.9	-5.3	2.8	-0.5%	-12.0
CCCN1CCC(=O)N([C@H](CN=[N+]=[N-])CC(C)C)CC1	-16.4%	-0.1	-3.6	x	-0.5	x	-2.6	-1.4%	-2.1
O=C(c1ccccc1[N+](=O)[O-])N1N=C(c2ccccc2)CC1(O)C(F)(F)F (centres undefined)	-22.2%	0.5	-1.5	-2.0	0.9	6.6	-4.9	2.7%	-28.4
Cc1cccc(Cn2cc(/C=C/[N+](=O)[O-])c3ccccc32)c1	u	3.5	5.5	4.2	9.9	-35.9	1.5	1.3%	2.9
COc1ccc(/C=C(/NC(=O)c2ccccc2)C(=O)NC(Cc2c[nH]c3ccccc23)C(=O)O)cc1 (centres undefined)	-7.6%	1.8	4.4	7.8	3.1	-6.1	-3.2	-0.2%	-0.6
O=C(Nc1ccc(Br)cc1)c1cc(S(=O)(=O)N2CCc3ccccc32)ccc1F	-3.7%	1.1	-3.1	-17.6	7.5	-12.3	1.0	5.8%	-50.1*
O=C(CNC(=O)c1ccco1)OCc1c(F)cccc1Cl	-20.9%	0.1	0.7	41.4*	3.9	-0.8	4.4	0.2%	7.4
CC(=O)N1N=C(c2cccc([N+](=O)[O-])c2)OC1c1cccc(Br)c1 (centres undefined)	-19.1%	-0.2	-0.9	-6.4	0.9	-5.9	1.0	2.0%	-2.9
CC1=CN2C(=N)/C(=C/c3ccco3)C(=O)N=C2S1	-6.2%	1.5	-3.4	x	0.4	22.9	-10.6	0.0%	-2.5
O=C(COc1ccc([N+](=O)[O-])cc1Cl)NCC1CCCO1 (centres undefined)	0.2%	-0.2	-4.8	-4.5	1.8	-1.7	4.0	0.0%	-38.6*
Brc1ccc(COc2ncnc3ccccc23)cc1	-22.7%	0.0	-1.4	6.3	1.2	-4.6	-5.2	2.5%	-14.5
O=c1cc2nc(-c3ccccc3)nc(SCc3cccc(Br)c3)n2[nH]1	-1.8%	0.2	-1.1	2.3	2.6	x	28.6	2.7%	-17.1
CCn1cc(C(=O)NCc2ccc3c(c2)OCO3)c(=O)c2cc(S(=O)(=O)N3CCOCC3)ccc21	u	0.2	-4.3	-8.0	2.6	-7.0	-6.7	0.7%	-12.6
Cc1cc(C)cc(NC(=O)C2CCN(S(=O)(=O)c3ccc4c(c3)NC(=O)C(C)S4)CC2)c1 (centres undefined)	-1.1%	1.1	-2.8	21.2	9.5	-5.5	0.2	0.3%	6.6
COC(=O)COc1ccc2cc(-c3ccccc3)c(=O)oc2c1	-7.8%	0.1	-5.2	-6.1	8.2	-8.7	-4.4	18.5%	3.8
CC(=O)Nc1ccc(S(=O)(=O)NCC(=O)NCCc2ccc(S(N)(=O)=O)cc2)cc1	-3.8%	0.7	0.7	4.1	3.5	5.1	0.9	2.3%	3.2
Cc1cccc(NC(=O)Cn2cc(C(=O)C3CC3)c3ccccc32)c1	1.4%	1.4	-4.2	-6.5	5.0	-6.6	-3.8	2.9%	-1.8
CC(C)COP(=O)(OCC(C)C)C(Nc1ccccc1)c1ccc(F)cc1 (centres undefined)	-9.8%	-0.2	7.5	11.0	1.9	-13.2	6.5	-0.3%	-8.2
COCC(=O)N1CCCC(C(=O)c2ccc(-c3ccccc3)c(F)c2)C1 (centres undefined)	-21.4%	-0.5	-1.8	3.8	4.9	9.5	-6.9	-0.1%	-7.5
CN(C)C(=O)Cn1c(SCC(=O)NC2CCCCC2)nc2ccccc21	-10.1%	-0.8	-8.2	5.2	-2.4	13.5	-2.7	-3.1%	-10.3
COc1ccc(N2CCN(Cc3nc(N)nc(N4CCCc5ccccc54)n3)CC2)cc1	-12.1%	-0.3	-10.6	-12.4	-0.3	-8.3	7.4	-1.1%	-7.2
CCc1cc(CNC(=O)C2CCC(=O)N(CCc3cccc(F)c3)C2)on1 (centres undefined)	-3.1%	0.2	2.9	5.9	4.8	9.8	-0.4	0.0%	-8.7
COc1ccc(-n2c(=O)c3ccc(C(=O)NCc4ccc(C)cc4)cc3n(Cc3ccc(C)cc3)c2=O)cc1	7.7%	0.5	-0.7	-4.5	3.7	x	-5.5	4.2%	11.6
Cc1ccc(Cc2nnc(SCC(=O)Nc3ccccc3C)[nH]c2=O)cc1	x	-0.3	-3.2	-5.1	1.0	-3.4	6.2	-0.1%	5.2

As a short view, part of the list above.
SMILES	Anesthetic bind	TRHR agonist	D1 PAM	D2 PAM	D1 ag	RXFP1 antagonist	TRHR PAM	RXFP1 ag	D1 antagonist
Cc1cccc(NC(=O)Cn2cc(C(=O)C3CC3)c3ccccc32)c1	1.4%	1.4	-4.2	-6.5	5.0	-6.6	-3.8	2.9%	-1.8
CC(C)COP(=O)(OCC(C)C)C(Nc1ccccc1)c1ccc(F)cc1 (centres undefined)	-9.8%	-0.2	7.5	11.0	1.9	-13.2	6.5	-0.3%	-8.2
COCC(=O)N1CCCC(C(=O)c2ccc(-c3ccccc3)c(F)c2)C1 (centres undefined)	-21.4%	-0.5	-1.8	3.8	4.9	9.5	-6.9	-0.1%	-7.5

Bioassay records: PubChem BioAssay, National Center for Advancing Translational Sciences (NCATS)

This is a subset; the hit share may differ from the screen's.
